RXFP1 antag: qHTS Assay for Antagonists of the Relaxin Receptor RXFP1 | Relaxin receptor 1 (Homo sapiens), Q9HBX9 | activity change, negative = inhibition, % at 57.5 µM | AID 1259400, 2018 | 350,000 tested, 0.59% active | HEK293-RXFP1, relaxin-stimulated cAMP HTRF, 30 min; active compounds read low;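 active = activity change of -60% or lower, but not beyond a set lower limit; inconclusive = change between -60% and -40%, or beyond the set limit; inactive = change above -40%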; also: % is scaled to controls: 0 for no effect and ±100 for the full control effect
Target sequence (Q9HBX9 whole entry, looked up): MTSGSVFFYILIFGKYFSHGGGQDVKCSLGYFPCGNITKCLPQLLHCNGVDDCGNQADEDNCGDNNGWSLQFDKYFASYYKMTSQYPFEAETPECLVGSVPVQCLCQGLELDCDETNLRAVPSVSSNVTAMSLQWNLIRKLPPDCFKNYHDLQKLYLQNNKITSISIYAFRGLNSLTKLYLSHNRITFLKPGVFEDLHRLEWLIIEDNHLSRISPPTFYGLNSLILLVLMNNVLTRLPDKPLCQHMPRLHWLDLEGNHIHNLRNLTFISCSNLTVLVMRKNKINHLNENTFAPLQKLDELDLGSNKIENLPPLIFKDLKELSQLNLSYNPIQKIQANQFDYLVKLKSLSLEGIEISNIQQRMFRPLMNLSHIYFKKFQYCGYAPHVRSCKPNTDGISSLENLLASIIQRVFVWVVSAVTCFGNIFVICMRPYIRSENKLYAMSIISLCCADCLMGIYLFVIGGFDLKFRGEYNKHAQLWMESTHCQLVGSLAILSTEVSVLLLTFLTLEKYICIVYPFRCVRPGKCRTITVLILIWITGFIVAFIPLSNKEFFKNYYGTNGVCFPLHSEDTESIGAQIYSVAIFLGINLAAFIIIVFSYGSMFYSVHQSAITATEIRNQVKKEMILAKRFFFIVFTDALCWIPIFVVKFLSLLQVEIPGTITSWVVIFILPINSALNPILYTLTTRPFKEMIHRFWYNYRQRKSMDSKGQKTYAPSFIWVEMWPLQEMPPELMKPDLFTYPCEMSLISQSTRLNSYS
BLM inh: qHTS Assay for Inhibitors of Bloom's syndrome helicase (BLM). Potency, µM (titrated, usually from 56.1 µM), for inactives: at the highest dose activity change, negative = inhibition, actives largely listed as inhibitors. recombinant BLM DNA unwinding, fluorescence dequenching. 350,000 tested, 0.2% active. AID 2528, 2010. RecQ-like DNA helicase BLM (Homo sapiens), P54132;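 also: potency is read from the fitted curve at half-maximal effect; plate controls were vehicle for no effect and no enzyme for full effect; nearly all actives have a fitted effect of over 35% in size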
POLI inh: qHTS for Inhibitors of Polymerase Iota; DNA polymerase iota (Homo sapiens), Q9UNA4; Pol iota fluorescent replication assay, 10 min; Potency, µM (top dose mostly 115 µM), inactives show at the highest dose activity, negative = inhibition, usual class: inhibitors; 390,000 tested, 1% active; AID 588590, 2011; also: potency is read from the fitted curve at half-maximal effect
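Fluorescent replication assay read twice, at 0 min and 10 min after adding 50 nM (final) substrate. Enzyme (10 nM) and compounds were first incubated 15 min at room temperature; enzyme-free buffer wells were negative controls.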
POLH inh: qHTS for Inhibitors of Polymerase Eta | AID 588591, 2011 | 390,000 tested, 1.2% active | Potency, µM (highest dose often 114 µM), for inactives: at the highest dose activity change, negative = inhibition, actives largely listed as inhibitors | recombinant Pol eta, fluorescent DNA replication assay; also: potency is read from the fitted curve at half-maximal effect; % is scaled to controls: 0 for no effect and ±100 for the full control effect
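Fluorescent replication assay: 50 nM final substrate added after a 15 min room-temperature compound preincubation with 10 nM enzyme. Signal taken at 0 min and again at 10 min.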
Apoferritin bind: qHTS Assay for Identification of Novel General Anesthetics; apoferritin/1-aminoanthracene competitive binding, fluorescence; Potency, µM (highest dose often 77.5 µM), for inactives: top-dose activity change, negative = displacement, hits mostly inhibitors; 350,000 tested, 0.074% active; Ferritin light chain (Equus caballus), P02791; also: potency is read from the fitted curve at half-maximal effect; % is scaled to controls: 0 for no effect and ±100 for the full control effect; nearly all actives have a fitted effect of over 20% in size
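Apoferritin-based anesthetic binding model; compound displacement of fluorescent 1-AMA measured as endpoint fluorescence after 10 minutes at room temperature, scaled to free-ligand and complex controls.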
PGK inhibitor: qHTS Assay to Find Inhibitors of Phosphoglycerate Kinase. Phosphoglycerate kinase, glycosomal (Trypanosoma brucei brucei), P07378. PGK/GAPDH coupled, Kinase-Glo luminescence, 60 min. Potency, µM (doses to about 57.5 µM), inactives show at the highest dose activity change, negative = inhibition, hits mostly inhibitors. 380,000 tested, 0.043% active. AID 602233, 2012; also: potency is read from the fitted curve at half-maximal effect; % is scaled to controls: 0 for no effect and ±100 for the full control effect; nearly all actives have a fitted effect of over 60% in size
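Recombinant glycosomal PGK reaction used 1,3-bisphosphoglycerate generated in-well by GAPDH (100nM final) in 100mM TEA pH 7.6, 5mM MgCl2, 0.01% Tween-20. After 60 minutes at room temperature, ATP was read by Kinase-Glo Plus luminescence end-point.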
Pol beta inh: qHTS Assay for Inhibitors of DNA Polymerase Beta; Pol beta primer extension/strand displacement, fluorescence kinetic; Potency, µM (top dose mostly 114 µM), without a hit: at the highest dose activity change, negative = inhibition, usual class: inhibitors; 340,000 tested, 1.3% active; also: potency is read from the fitted curve at half-maximal effect; % is scaled to controls: 0 for no effect and ±100 for the full control effect
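Pol beta (10 nM) was preincubated with compound for 15 min at room temperature. The reaction was then started with 50 nM substrate and read immediately and after a further 10 min at room temperature.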
APE1 inh: qHTS Assay for Inhibitors of the Human Apurinic/apyrimidinic Endonuclease 1 (APE1); recombinant APE1, TAMRA/BHQ-2 abasic DNA cleavage fluorescence; DNA repair nuclease/redox regulator APEX1 (Homo sapiens), P27695; 350,000 tested, 0.35% active; Potency, µM (doses to about 65.8 µM), inactives show at the highest dose activity change, negative = inhibition, usual class: inhibitors;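 also: potency is read from the fitted curve at half-maximal effect; plate controls were vehicle for no effect and reference inhibitor for full effect; nearly all actives have a fitted effect of over 55% in size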
Target sequence (P27695 whole entry, looked up): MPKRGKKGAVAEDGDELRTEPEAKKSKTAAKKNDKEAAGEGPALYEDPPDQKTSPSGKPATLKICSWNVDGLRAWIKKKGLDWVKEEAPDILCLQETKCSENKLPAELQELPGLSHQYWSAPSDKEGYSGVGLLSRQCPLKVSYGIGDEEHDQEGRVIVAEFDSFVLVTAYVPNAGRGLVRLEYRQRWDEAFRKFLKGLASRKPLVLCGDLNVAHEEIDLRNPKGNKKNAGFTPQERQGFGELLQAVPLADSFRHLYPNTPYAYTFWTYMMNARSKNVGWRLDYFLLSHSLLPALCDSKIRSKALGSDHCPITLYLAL
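Substrate: short duplex with […] THF abasic site, 5'-TAMRA and 3'-BHQ-2, 50 nM final. APE1 at 0.75 nM, preincubated 15 min RT with compound. Fluorescence increase from first to third read measured activity.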
Pol kappa inh: qHTS for Inhibitors of Polymerase Kappa; DNA polymerase kappa (Homo sapiens), Q9UBT6; purified Pol kappa, fluorescent DNA synthesis assay, 10 min; Potency, µM (series often up to 107 µM), for inactives: at the highest dose activity, negative = inhibition, actives largely listed as inhibitors; 400,000 tested, 0.53% active; AID 588579, 2011; also: potency is read from the fitted curve at half-maximal effect; % is scaled to controls: 0 for no effect and ±100 for the full control effect
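10 nM Pol kappa was preincubated with compounds for 15 min at room temperature. Reaction started with 50 nM (final) substrate. Fluorescence read kinetically at 0 and 10 min.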
The depositor's hits bear a star; i = inactive; ? = inconclusive; · = not tested or not shown; & = joins results of further samples; [ ] = another dose, or the depositor's remark. Unless noted, calls follow the shape of the dose curve; as a rule, active = well fitted curve in the direction sought with a large enough effect; inconclusive = small, poorly fitted or top-dose-only effect, or another doubt; inactive = no such curve, though single readings can be large; an effect the other way counts as inactive or inconclusive. Only part of the results is shown, so the mix of outcomes need not match the whole.

entry	Structure	RXFP1 antag	BLM inh	POLI inh	POLH inh	Apoferritin bind	PGK inhibitor	Pol beta inh	APE1 inh	Pol kappa inh
1	Cc1ccc(NC(=O)c2ccc([N+](=O)[O-])o2)c(C)c1	7	-6%	-1%	19%	-10%	6%	-1%	-4%	-8%
2	O=C(Cn1nnc(-c2cccc(C(F)(F)F)c2)n1)NNS(=O)(=O)c1cccc(C(F)(F)F)c1	-4	-6%	-8%	-22%	-9%	i	2%	5%	3%
3	CCCN(CCC)S(=O)(=O)c1ccc(C(=O)Nc2cccc(-c3nc4ccccc4[nH]3)c2)cc1	-15	-8%	27%	-18%	-6%	-7%	-30%	·	-7%[60.1 µM]
4	Cc1onc(-c2c(Cl)cccc2Cl)c1C(=O)Nc1ccc(Cl)cn1	-26	-14%	-3%	-14%	-8%	-4%	-5%	-5%	-8%
5	Cc1sc2ncnc(Sc3ccccc3C(=O)Nc3ccccc3Cl)c2c1C	3	-8%	12%	-22%	-16%	-7%	2%	4%	0%
6	COCCn1c(SCC(=O)Nc2cccc(OC)c2)nnc1-c1ccc(Cl)cc1	-7	-2%	19%	-6%	-11%	8%	-2%	-2%	-2%
7	COc1ccc(C(=O)NCC(=O)N/N=C/c2c(C)[nH]c3ccccc23)cc1	-18	-5%	-1%	8%	?	-6%	28%	30%	4%
8	CCCCNC(=O)O[C@H]1C[C@@H]2CCN3C(=O)CCC[C@H]([C@H]1CC)[C@H]23	·	-3%	11%	-8%	-1%	-4%	1%	4%	-1%
9	COc1cc(CNCCc2c[nH]c3ccccc23)ccc1OCc1ccccc1F	-35	4%	-29%	-8%	?	-2%[11.5 µM]	1%	23%	-12%
10	C=CCc1ccc(O)c(-c2cc(CC=C)ccc2O)c1	-5	-13%&-11%&-15%	17%	-22%	?	-4%	-27%	-4%&-10%&-3%	4%[60.1 µM]
11	Cc1cc(OCC(=O)NCCO)cc(C)c1Cl	-1	-2%	?	-1%	-18%	i	1%	4%	-10%
12	O=C(Cn1cnc2ccccc2c1=O)N1CCN(Cc2ccccc2)CC1	-3	-5%	-6%	-11%	-5%	-5%	23%	3%	-18%
13	CCOc1ccccc1NC(=O)CC1NCCNC1=O (stereo not given)	0	-1%	20%	-12%	-6%	-11%	19%	13%	-5%
14	Cn1c2ccccc2c2nnc(SCC(=O)NCc3ccoc3)nc21	-15	0%	?	-27%	-15%	-10%	?	?	-25%
15	CCOc1ccc(Cl)cc1/C=C1/C(=O)ON=C1C	-5	-3%	-6%	15%	-7%	-5%	?	11%	-17%
16	C=CCn1c(SCC(=O)NC2CCCC2)nc2sc(C)cc2c1=O	-13	·	-13%	-10%	·	-4%	·	7%	3%
17	Cc1ccc(S(=O)(=O)N2CCN(c3ccccc3)CC2)cc1C(N)=O	-3	-4%	5%	-18%	-3%	-9%	4%	2%	-6%
18	Cc1cc(C(F)(F)F)nn1CC(=O)NCc1ccco1	5	-6%	-50%	?	-3%	·	?	12%	-17%
19	Cn1nnnc1SC1CC(=O)N(c2ccccc2)C1=O (stereo not given)	-11	-8%	74%[activator]	-22%	-15%	i	18%	0%	-13%
20	c1ccc2c(c1)nc1n2CCN1CCNC1CCCCC1	-3	1%	13%	-11%	-11%	2%	-7%	5%	-3%
21	O=C(NCc1ccc(F)cc1)C1CCN(S(=O)(=O)c2ccc(Cl)cc2)CC1	-16	-1%	-9%	-12%	10%	-6%	45%	-9%	-8%
22	CCOC(=O)CCSc1nc(C)c2cc(OC)ccc2n1	-3	-2%	8%	-9%	-6%	-11%[11.5 µM]	-17%	-6%	1%
23	Cc1cccc(-n2c(-c3ccco3)nc3c(cnn3-c3ccc(F)cc3)c2=O)c1	·	-7%	?	-18%	-17%	i	21%	·	1%
24	Cn1c(=O)[nH]c(=O)c2c1nc(N/N=C/c1ccncc1)n2Cc1ccc(F)cc1	-5	-2%	-6%[58.9 µM]	-24%	0%	4%	14%	16%	-13%
25	COc1ccc(S(=O)(=O)NCC(c2ccco2)S(=O)(=O)c2cccs2)cc1F (stereo not given)	12	0%	-11%	-20%	-2%	-7%	-2%	·	-4%[60.1 µM]
26	O=C(NC(=O)c1cc([N+](=O)[O-])ccc1Cl)C1=C(N2CCCC2)COC1=O	·	·	?	-1%	·	-2%	·	8%	-5%
27	CCOc1cc(CNCCSc2nnnn2C)cc(Br)c1OCc1ccc(F)cc1	-13	-5%	86%[activator]	-20%	5%	i	1%	-1%	-7%
28	Cc1cccc(N2CCN(C(=O)CCS(=O)(=O)c3ccc4c(c3)NC(=O)CO4)CC2)c1C	3	-5%	17%	-5%	-5%	-3%	3%	32%	3%
29	Cc1ccccc1Nc1c(-c2ccsc2)nc2c(C)cccn12	-20	-1%	0%	-13%	-5%	-8%	3%	·	15%
30	O=C(CN1CCN(c2ccc(F)cc2)CC1)Nc1cccc(C(F)(F)F)c1	-9	6%	-4%	-14%	-14%	-2%	0%	-6%	-12%
31	c1ccc(-c2sc3ccccc3c2-c2ccc(OCCN3CCCCC3)cc2)cc1	·	·	22%	-13%	·	-7%	·	5%	7%
32	CCN1CCc2c(C#N)c(NCc3ccccc3)nc(NCCO)c2C1	12	9%	22%	-16%	380%[activator]	-1%	-1%	-4%	-9%
33	Cc1cccn2c(=O)c(C=NCc3ccco3)c(Nc3ccc(SC(F)F)cc3)nc12	-18	-1%	5%	-13%	-11%	i	37%	7%	-3%
34	COC(=O)N1CC(c2ccccc2)CC1=O (stereo not given)	12	1%	-2%[58.9 µM]	-5%	-7%	1%	5%	1%	2%
35	O=C(CSC1=NCCN1)Nc1cccc([N+](=O)[O-])c1	1	0%	?	-5%	-11%	-3%	8%	0%	6%
36	CCSc1nnc(NC(=O)C2CCN(C(=O)c3ccc(F)cc3)CC2)s1	0	·	23%	-21%	·	-3%	·	9%	-7%
37	O=S(=O)(c1ccc(Cl)cc1)N1CCN=C1SCc1cccnc1	-6	-9%	?	-6%	-7%	3%	24%	15%	7%
38	Nc1nc(SCC(=O)c2ccc(Oc3ccccc3)cc2)n[nH]1	-22	-4%	1%	-10%	2%	1%	-15%	3%	-13%
39	Cc1ccc(-n2nc3c(N4CCC(C(=O)N(C)Cc5ccccc5)CC4)nnc(C)c3c2C)cc1	-17	1%	-2%	-11%	?	-1%	8%	·	1%
40	COc1ccc(OCC(=O)NNC(=O)C(=O)Nc2ccccc2)cc1	3	·	-17%	-1%	·	2%	·	2%	-4%
41	CN(C)c1cccc(C(=O)NCC(c2ccco2)N(C)C)c1 (stereo not given)	-25	-5%	23%	-14%	-6%	3%	-16%	75%	-19%
42	COc1cc(NC(=O)c2cccs2)c(OC)cc1NC(=O)Nc1ccc(F)cc1	-5	-6%	7%	-16%	-12%	0%	-1%	8%	1%
43	Cc1ccc(C2=CC(c3ccc(N(C)C)cc3)n3nnnc3N2)cc1 (stereo not given)	-12	-1%	1%	-8%	-19%	-2%	21%	-5%	-8%
44	Cc1cccc(-n2[nH]c3c4c(ccc3c2=O)C(=O)c2ccccc2C4=O)c1	8	-10%	13%	-11%	-9%	2%	4%	5%	-6%
45	COc1ccc2oc3cc(C)[n+]([O-])c(-c4ccc(Cl)cc4)c3c2c1	·	-6%	8%	3%	-1%	0%	27%	?	-14%
46	Cc1nn(C)c(C)c1S(=O)(=O)N(CC(=O)Nc1nccs1)c1ccc(C(C)C)cc1	·	-8%	10%	-10%	0%	-6%	5%	0%	-3%
47	CC1CC(C)CN(S(=O)(=O)c2ccc(NC(=O)c3ccc(=O)[nH]c3)cc2)C1 (stereo not given)	4	·	-21%	-8%	·	-2%	·	10%	-3%
48	CCOc1cc2[nH]c(=O)n(CC3CCC(C(=O)NCCCOC)CC3)c(=O)c2cc1OCC (stereo not given)	11	0%	-2%	-3%	-1%	4%	25%	0%	-6%
49	O=C(c1cnccn1)N(c1ccccc1)C1(C(=O)NC2CCCC2)CCCCC1	-6	-1%	22%	-1%	2%	3%	-1%	5%	-11%
50	COc1cccc(CNC(=O)Cc2ccc(Br)cc2)c1	-6	2%	8%	-10%	4%	4%	44%	-2%	-8%

Compound profiles, from the list above. Order of values: RXFP1 antag, BLM inh, POLI inh, POLH inh, Apoferritin bind, PGK inhibitor, Pol beta inh, APE1 inh, Pol kappa inh
Profile of `COc1cc(NC(=O)c2cccs2)c(OC)cc1NC(=O)Nc1ccc(F)cc1` → -5, -6%, 7%, -16%, -12%, 0%, -1%, 8%, 1%
Profile of `O=C(c1cnccn1)N(c1ccccc1)C1(C(=O)NC2CCCC2)CCCCC1` → -6, -1%, 22%, -1%, 2%, 3%, -1%, 5%, -11%

Further results.
entry	Structure	RXFP1 antag	BLM inh	POLI inh	POLH inh	Apoferritin bind	PGK inhibitor	Pol beta inh	APE1 inh	Pol kappa inh
51	COCCNC(=O)c1cccc(OC2CCN(Cc3ccccc3C)CC2)c1	2	2%	29%	-19%	-3%	i	-5%	49%[activator]	0%
52	C=C1CCC(O)C/C1=C/C=C1\CCC[C@@]2(C)C(C(C)/C=C/C(C)C(C)C)CC[C@@H]12 (stereo not given in full)	·	4%	·	·	-7%	·	·	-3%	-4%[60.1 µM]
53	Cc1cccc(Cn2c(=O)c3c(nc4n3CCN4Cc3ccco3)n(C)c2=O)c1	1	6%	1%	0%	0%	-3%	-2%	3%	3%
54	CCN(CC(=O)Nc1ccc2c(c1)OCCO2)C(=O)/C=C/c1ccc(F)cc1	7	3%	53%[activator]	-7%	-18%	-5%	3%	1%	-13%
55	COCCNC(=O)c1ccc(N2CCC3(CC2)OCCO3)c([N+](=O)[O-])c1	-7	0%	24%	-10%	-10%	4%	27%	14%	-15%

Assay outcomes: PubChem, National Center for Advancing Translational Sciences (NCATS)
